Screens deposited in PubChem by Emory University Molecular Libraries Screening Center.
14-3-3g Raf: alters human 14-3-3 gamma binding to Raf peptide; P61981; FP, 14-3-3gamma / TMR-pS259-Raf peptide binding; inhibition, % at 40 µM; actives 0.19% (n = 160,000); AID 422; in the data active = inhibition above about 30%;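 also: 0% = protein plus tracer without compound and 100% = blank with tracer alone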
Target sequence (P61981 whole entry, looked up): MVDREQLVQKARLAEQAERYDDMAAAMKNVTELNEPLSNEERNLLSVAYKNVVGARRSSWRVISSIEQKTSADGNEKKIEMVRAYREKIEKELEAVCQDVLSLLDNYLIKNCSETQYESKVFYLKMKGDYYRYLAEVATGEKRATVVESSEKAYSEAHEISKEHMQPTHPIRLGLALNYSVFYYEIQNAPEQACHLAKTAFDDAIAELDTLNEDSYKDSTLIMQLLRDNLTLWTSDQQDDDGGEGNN
* hit, by the source's call; & = joins results of further samples. Some of the compounds tested; count on the stated rates, not on these rows.

SMILES	14-3-3g Raf
Cc1ccc(S(=O)(=O)NCc2ccc(C(=O)NCCN3CCCC3)cc2)cc1	-9
COC(=O)c1c(NC(=O)c2csc(C)c2-c2ccccc2)sc2c1-c1ccc(OC)cc1CC2	-13
NC(=O)C[n+]1cccc(Br)c1	-6
Cc1c(Br)c(-c2n[nH]c(=S)n2CC(C)C)nn1C	5
Cc1ccccc1NC(=O)Cc1cn(C)c2ccccc12	6
CCOc1ccc(-c2nc3cc(N=Cc4cccc(OCC)c4O)ccc3o2)cc1	-112
C=CCNC(=O)C(C#N)c1nc2ccccc2nc1N1CCCCCC1 (stereo not drawn)	-31
CCCCOc1ccc(C(=O)Nc2c3c(nn2-c2cccc(Cl)c2)CS(=O)(=O)C3)cc1	-33
Cc1ccc2c(c1)C1CN(C)CCC1N2S(=O)(=O)c1ccc(S(=O)(=O)N2CCOCC2)cc1 (stereo not drawn)	-6
CCCCC(=O)NCc1ccc2[nH]c(C)cc2c1	3
COc1ccccc1CNC(=O)C1CCC(CNS(=O)(=O)c2ccc(Br)s2)CC1 (stereo not drawn)	-7
CCOC(=O)C1=C(C)NC2=C(C(=O)C(C(=O)OC)C(C)C2)C1c1ccc(OC)c(OC)c1 (stereo not drawn)	-7
CCOC(=O)c1cnc2c(OC)cccc2c1NCCCN1CCOCC1	-1
O=C(C1CCC(CNS(=O)(=O)c2ccccc2)CC1)N1CCCCC1 (stereo not drawn)	2
Cc1ccc(/C=c2\sc3nc(-c4ccccc4Br)nn3c2=O)o1	-189
Cc1ccc(Nc2ncnc3c2cnn3-c2ccccc2)cc1	-6
CCCN(Cc1ccccc1)C(=O)c1ccc(N2C(=O)CCC2=O)cc1	-2
COc1ccc(C2/C(=C(\O)c3ccccc3)C(=O)C(=O)N2c2ccc(F)cc2)cc1OC (stereo not drawn)	9
CC(NC(=O)C1C(=O)NC2(C)CC1c1ccccc1O2)c1ccccc1 (stereo not drawn)	-46
Cc1cc(OCC(=O)c2ccc(F)cc2)ccc1N1C(=O)CCC1=O	7
O=C(CN(Cc1ccc2c(c1)OCO2)C(=O)CNC(=O)c1ccco1)NC1CCCCC1	-6
C#CC(C)(CC)NS(=O)(=O)c1c(C)ccc2nsnc12 (stereo not drawn)	9
O=C1CC(c2c[nH]c3ccccc23)C(=O)N1 (stereo not drawn)	-1
Cc1ccc(C2NC(=O)NC3=C2C(=O)CCC3)cc1 (stereo not drawn)	-9
CCOc1ccccc1NS(=O)(=O)c1ccc2[nH]c(=O)c(=O)[nH]c2c1	-8
COc1cc(C2C(=O)N(C3CCC(C)CC3)CC(=O)N2CCc2ccccc2)ccc1OC(C)C (stereo not drawn)	0
COc1ccc(CNCc2ccccc2OC)cc1Br	-2
Cc1cc(NC(=O)c2ccccc2I)nc2c1c(=O)oc1ccccc12	-117
CC(C)(/C=N/O)/[N+]([O-])=C/c1ccccc1C(F)(F)F	-1
Cn1c(=O)c2c(ncn2Cc2ccc(F)cc2)n(C)c1=O	-2
COc1ccc(NC(=O)c2cnn3c(C(F)(F)F)cc(-c4ccc(F)cc4)nc23)cc1OC	2
CCCCC(C(=O)Nc1ccc(C)c(Cl)c1)N1C(=O)c2ccccc2C1=O (stereo not drawn)	-9
COc1cccc(C(=O)OCCN(C)Cc2ccccc2)c1	4
CC(=O)Nc1cccc2c1OCCO2	-8
CC1(C)N=C(/C=N/O)CN1O	-3
O=C(Cc1cccc2ccccc12)OCC(=O)c1ccc(Br)cc1	-3
Cc1ccc(N(CN2CCCC2=O)C(=O)c2ccc(OC(C)C)cc2)cc1	2
O=C(c1nn2c(c1Cl)NC(c1ccccc1)CC2C(F)(F)F)N1CCN2CCCC2C1 (stereo not drawn)	-2
Cc1ccc(/C(O)=C2\C(=O)C(=O)N(CCC(=O)O)C2c2ccc3c(c2)OCO3)cc1 (stereo not drawn)	-2
Cc1nn(Cc2ccc(F)cc2)c(C)c1NC(=O)c1cc(-c2ccc3c(c2)OCO3)on1	0&-31
Cc1ccc(S(=O)(=O)NC2=NCN(C3CCN(Cc4ccccc4)CC3)CN2)cc1	-8&-3
CC(NC(=O)Cc1ccccc1)c1nc2ccccc2n1C (stereo not drawn)	-8
O=C(c1ccc(Cl)cc1)N1CCN(c2ccc(C(F)(F)F)cc2[N+](=O)[O-])CC1	-5
c1ccc(C2=Nn3c(nnc3-c3ccccc3)SC2)cc1	13
CCOC(=O)c1cc2ccccc2n1CCN(C)C	-2
O=C(Nc1cccc(Cl)c1)c1cc2c(=O)oc3ccccc3c2s1	-13
Cc1cccc(C)c1N1C(=O)CC(N(O)c2ccccc2)C1=O (stereo not drawn)	4
NS(=O)(=O)c1ccc(CCNC(=O)c2cc(-c3ccc(Cl)s3)nc3ccccc23)cc1	-36
Cn1cc(SCC(=O)Nc2ccc3c(c2)OCO3)c2ccccc21	-5
COc1ccccc1-c1nnc(NC(=O)c2ccc(S(=O)(=O)N3CCCCC3C)cc2)o1 (stereo not drawn)	-16
COCCCn1c(SCC(=O)OC2CCCCC2)nnc1-c1cccs1	-4
O=C(CN1CCC(Cc2ccccc2)CC1)NC(=O)NCc1ccco1	-6
COc1ccc(-n2nc3cc(C)c(NC(=O)c4ccc5c(c4)OCCO5)cc3n2)cc1	-6
Cc1nc2ccccc2c(C(=O)O)c1C(=O)O	-3
Cc1c(C(=O)N2CCCCC2)sc(NC(=O)C(C)C)c1C#N	-8
COC(=O)CSC1=C(C#N)C(c2ccccc2OC)C(C(=O)OC)C(=O)N1 (stereo not drawn)	-3
CNC(=O)C1C2C=CC3(O2)C1C(=O)N(C1CC1)C3C(=O)NCc1ccc(OC)cc1 (stereo not drawn)	-5
COc1ccccc1N=c1oc2ccc([N+](=O)[O-])cc2cc1-c1nc(-c2ccccc2)cs1	5
NC(=O)c1c(NC(=O)NC(Oc2ccccc2)(C(F)(F)F)C(F)(F)F)sc2c1CCCC2	3
COc1ccc(CCNC(=O)C2CCCN(S(C)(=O)=O)C2)cc1OC (stereo not drawn)	-10

Part of the list above, as labelled records.
c1ccc(C2=Nn3c(nnc3-c3ccccc3)SC2)cc1
- 14-3-3g Raf: 13

COc1ccc(-n2nc3cc(C)c(NC(=O)c4ccc5c(c4)OCCO5)cc3n2)cc1
- 14-3-3g Raf: -6

Filtered by structure, those above with an NH in an aromatic ring.
SMILES	14-3-3g Raf
Cc1c(Br)c(-c2n[nH]c(=S)n2CC(C)C)nn1C	5
CCCCC(=O)NCc1ccc2[nH]c(C)cc2c1	3
O=C1CC(c2c[nH]c3ccccc23)C(=O)N1 (stereo not drawn)	-1
CCOc1ccccc1NS(=O)(=O)c1ccc2[nH]c(=O)c(=O)[nH]c2c1	-8

Back to the main list, repeating the 2 entries before the break.
SMILES	14-3-3g Raf
NC(=O)c1c(NC(=O)NC(Oc2ccccc2)(C(F)(F)F)C(F)(F)F)sc2c1CCCC2	3
COc1ccc(CCNC(=O)C2CCCN(S(C)(=O)=O)C2)cc1OC (stereo not drawn)	-10
COc1cccc(OCc2nnc(SCC(=O)NCc3ccco3)n2CCc2ccccc2)c1	-7
CCCCNC(=O)c1sc(=S)n(-c2ccc(C(=O)OCC)cc2)c1N	-4
CCOc1ccc(NC(=O)c2sc3ncnc(N4CCCCC4C)c3c2C)cc1 (stereo not drawn)	-7
Nc1ccccc1C(=O)Nc1cccnc1Cl	-1
CCC12CN3CC(CC)(CN(C1)C31C(=O)N(C)c3ccc(C)cc31)C2=O (stereo not drawn)	-17
COc1ccc(C(=O)c2ccc(OC)c(OC)c2)cc1OC	0&-4
Fc1ccc(Cc2cnc(Nc3ccc(Br)cc3)s2)cc1	-2
CCOc1c(OC)cc(C2C(C#N)=C(N)Oc3n[nH]c(-c4ccncc4)c32)cc1OC (stereo not drawn)	-7
COc1ccccc1NC(=O)c1cc(S(=O)(=O)N2CCOCC2)ccc1F	0
Cc1cccn2c(=O)c3cc(C(=O)NCCc4ccccc4)c(=N)n(C(C)C)c3nc12	-5
CC(=O)N1c2ccc(S(=O)(=O)CCC(=O)O)cc2CC1C (stereo not drawn)	0&-2
COc1ccc(C2c3c(oc4ccc(F)cc4c3=O)C(=O)N2CCN2CCOCC2)cc1OC (stereo not drawn)	0
Cc1sc2ncn(CC(=O)N3CCCc4ccccc43)c(=O)c2c1S(=O)(=O)N1CCC(C)CC1	-5
CC1(C)CC(=O)c2c(nn(-c3ccccc3)c2-c2ccc(Br)cc2)C1	0
O=C(O)c1ccc(F)c(S(=O)(=O)Nc2ccccc2)c1	-1
CCOC(=O)c1c(NC(=O)c2ccccc2)sc([N+](=O)[O-])c1-c1ccc([N+](=O)[O-])cc1	-24
O=C(NCc1cccc(Cl)c1)c1cnn2c(C(F)(F)F)cc(-c3ccco3)nc12	-15
CCOc1ccc(N2CC(C(=O)Nc3cccc(C)c3C)CC2=O)cc1 (stereo not drawn)	-11
CCCOC(=O)C1=C(C)NC2=C(C(=O)CC(C)(C)C2)C1c1ccc(Cl)cc1 (stereo not drawn)	-4
CCOC(=O)CSc1nnc(-c2ccccc2Cl)o1	2
CC1=C(C(=O)OCC2CCCCC2)C(c2ccccc2OC(C)C)NC(=O)N1 (stereo not drawn)	-5
CC(=O)c1ccc(NC(=O)c2ccc(NS(=O)(=O)c3c(C)noc3C)cc2)cc1	0
C=CCn1c(SCC(=O)c2ccc(F)cc2)nc2sc(CC)cc2c1=O	-7
COc1cc(OC)c(NC(=O)C2c3ccccc3C(=O)N3CCc4ccccc4C23)cc1Cl (stereo not drawn)	-14
O=C(Cc1ccccc1)Nc1cc([N+](=O)[O-])ccc1Cl	-3
CCCc1[nH]nc2c1C(c1cn[nH]c1-c1ccc(F)cc1)C(C#N)=C(N)O2 (stereo not drawn)	-5
O=[N+]([O-])c1cccc(C2=CSC3=NCCN23)c1	-15
O=C(c1ccc2c(=O)n(CCC3=CCCCC3)c(=S)[nH]c2c1)N1CCOCC1	9
CCCNC(=O)c1ccc2c(c1)ncn2-c1cc(OC)ccc1OC	-280
CN(C)C(=O)N1CCC(C(=O)NCc2ccccc2)CC1	-4
CCCN1CCN(C(=O)c2cnc(Nc3ccc(C)c(Cl)c3)c3ccccc23)CC1	-11
Cc1ccc(-c2noc(CCC(=O)N3CCN(C(=O)c4ccco4)CC3)n2)cc1	-15
CCOC(=O)c1c(C)n(C)c2c(C)cc(O)c(OC(=O)CC)c12	-5
CCC(Sc1nc2ccsc2c(=O)n1CCC(C)C)C(=O)Nc1ccc2c(c1)OCO2 (stereo not drawn)	-7
Cc1c(N(C(=O)c2cc(=O)[nH]c3ccccc23)C(C)C)c(=O)n(-c2ccccc2)n1C	5
NC(=O)C1CCN(C(=O)CCCn2c(=O)[nH]c3ccccc3c2=O)CC1	9
CC(=O)N1CCc2cc(S(=O)(=O)NCCCN(C)C)ccc21	4
Cc1ccc(C)c(N2CCN(C(=O)c3cccc(N4C(=O)NC5CC4(C)Oc4ccc(Cl)cc45)c3)CC2)c1 (stereo not drawn)	0
CCOc1ccc2nc(Cl)c(C3CC(c4ccc(C)cc4)=NN3C(=O)CCC(=O)O)cc2c1 (stereo not drawn)	-10
O=C1c2[nH]nc(-c3ccccc3)c2C(c2ccccc2)N1c1ccccc1 (stereo not drawn)	-5
COc1ccccc1CN(C)C(=O)C1COc2ccccc2O1 (stereo not drawn)	0
CCN(CC)c1ccc(C2C(C(=O)Nc3nc4ccccc4s3)=C(C)NC3=C2C(=O)CC(C)(C)C3)cc1 (stereo not drawn)	-43
c1ccc(Cn2nnnc2C(c2cccnc2)N2CCN(C3CCCCC3)CC2)cc1 (stereo not drawn)	-3
Oc1cccc(C(=S)N2CCN(Cc3ccccc3)CC2)c1	2
CSC1=NCCN1C(=O)c1ccc(S(=O)(=O)N2CCCC2)cc1	2
Cc1cccc(N2CCCC2=Nc2ccccc2C#N)c1	-13
COc1ccc(C2CC(C(F)(F)F)n3nc(C(=O)Nc4ccccn4)cc3N2)cc1 (stereo not drawn)	9
NC(=O)c1nn2c(C(F)(F)F)cc(-c3ccc(Br)cc3)nc2c1Cl	1
Cc1cc(C(=O)Nc2cnc3ccccc3c2)ccc1[N+](=O)[O-]	3
Cc1cc(=O)[nH]c(SCC(=O)c2ccc(C(C)C)cc2)n1	-6
CCOC(=O)c1cc2nc(-c3ccc(Br)cc3)cc(C(F)(F)F)n2n1	-4
CC(=O)N1CCc2cc(S(=O)(=O)CCC(=O)NCc3ccc4c(c3)OCO4)ccc21	0
C=CCSc1ncnc2c1sc1nc(CC)c3c(c12)CCCC3	-11
CC1=C(SCCC#N)S/C(=C2\SC(C)=C(SCCC#N)S2)S1	-10
COCCNC(=O)c1ccc(N2CC3CC(C2)c2cccc(=O)n2C3)c(NC(=O)c2ccc(F)cc2)c1 (stereo not drawn)	9
C=CCn1c(SCC(=O)Nc2sc3c(c2C(=O)OC)CCC3)nc2sc3c(c2c1=O)CCCC3	-4
O=C(Cn1c(=S)[nH]c2ncccc2c1=O)NCc1ccco1	-3
CCOc1ccc2nc(SCC(=O)c3ccc(C)cc3C)sc2c1	-13
Cc1cc2nn(-c3ccccc3)nc2cc1NC(=O)c1cccs1	1&-41
CC1(C(=O)O)NC(c2cc(Cl)ccc2O)C2C(=O)N(c3ccc(Cl)cc3)C(=O)C21 (stereo not drawn)	-9
O=C(Nc1cnn(Cc2ccc(F)cc2)c1)c1cc(-c2ccc(Cl)cc2)on1	-18
